12-LOX inh – ALOX12 (human) lipoxygenase inhibition. P18054. purified 12hLO, xylenol orange hydroperoxide absorbance. Potency, µM (highest dose often 108 µM), for inactives: at the highest dose activity change, negative = inhibition, hits mostly inhibitors. hit rate 1.1% among 580,000; active = well fitted inhibition curve with a large enough effect; inconclusive = small, poorly fitted or top-dose-only effect, or another doubt; inactive = no such curve, though single readings can be large or run the other way
Target sequence (P18054 whole entry, looked up): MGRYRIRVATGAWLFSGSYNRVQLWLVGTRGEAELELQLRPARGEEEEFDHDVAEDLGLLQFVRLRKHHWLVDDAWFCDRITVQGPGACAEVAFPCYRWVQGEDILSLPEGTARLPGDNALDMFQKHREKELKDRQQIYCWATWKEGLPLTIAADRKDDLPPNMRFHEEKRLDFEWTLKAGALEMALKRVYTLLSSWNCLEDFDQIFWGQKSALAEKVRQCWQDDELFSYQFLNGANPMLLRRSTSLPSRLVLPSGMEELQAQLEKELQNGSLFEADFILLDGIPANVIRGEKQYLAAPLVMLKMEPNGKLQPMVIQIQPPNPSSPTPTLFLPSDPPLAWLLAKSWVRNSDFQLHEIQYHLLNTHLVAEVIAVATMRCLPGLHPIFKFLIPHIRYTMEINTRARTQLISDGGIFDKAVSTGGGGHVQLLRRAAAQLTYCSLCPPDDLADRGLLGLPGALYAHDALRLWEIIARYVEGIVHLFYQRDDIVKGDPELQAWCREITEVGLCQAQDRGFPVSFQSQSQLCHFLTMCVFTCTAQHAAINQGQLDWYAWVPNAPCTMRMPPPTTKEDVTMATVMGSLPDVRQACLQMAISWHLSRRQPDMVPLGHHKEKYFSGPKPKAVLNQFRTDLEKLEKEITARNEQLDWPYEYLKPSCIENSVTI
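Purified human 12hLO at 150 nM in 25 mM Hepes, 0.01% Triton X-100, pH 7.0, preincubated 15 min at room temperature with compound. Reaction started with 40 uM arachidonic acid, 30 min at room temperature. Hydroperoxide measured by Fe-xylenol orange, 573/405 nm absorbance ratio.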
Active calls of the source: *; ? = inconclusive; [ ] = another dose, or the depositor's remark. % is set by controls: 0 for no effect and ±100 for the full control effect; potency is the fitted concentration of half-maximal effect.

SMILES	12-LOX inh
Cc1noc2c(NCc3ccncc3)cc(-c3cccc(C(F)(F)F)c3)nc12	-19%[176 µM]
COc1ccc(-c2ccc3c(c2)C(=O)N2CCN(C(=O)CC(C)(C)C)C[C@@H]2C(=O)N3)cc1	-5%[176 µM]
COCC(=O)NC[C@@H]1C=C(C)[C@H](Cc2nc3ccccc3n2C)C[C@H]1C(C)C	49%[activator][176 µM]
CN(C)C(=O)Cc1c[nH]c2ncc(-c3cccnc3)cc12	?
Cc1ccc(CN2CCOc3ccc(CN4CCC(O)(c5cccnc5)CC4)cc3C2)cc1C	0%
CN1CCN(c2cc(=O)c3ccnc(-c4ccc(F)cc4)c3o2)CC1	-3%[176 µM]
CN(C)c1cnn(CC(=O)N2CCC(C(=O)N3CCOCC3)CC2)c(=O)c1	99%[activator]
COC(=O)C1[C@H]2[C@@H]3[C@H](c4ccc(C)o4)Nc4ccc(Cl)cc4[C@@H]3N(C(=O)OC(C)(C)C)[C@@H]12 (some centres not stated)	?
COc1cccc(-c2ccc(C(=O)NCCCn3ccnc3C(C)C)cn2)c1	21%
COCCn1c(COc2c(C)nc(C)nc2C)nnc1C1CC(N)C1 (configuration not stated)	2%
Cc1ccccc1-c1cnc2[nH]cc(CC(=O)NC(C)C)c2c1	8%[176 µM]
Cc1noc([C@@H]2CN(C(=O)CCCc3nc4ccccc4s3)C[C@H]2C(N)=O)n1	20%
CS(=O)(=O)c1ccc(-c2cnc([C@@H]3COCCN3C3CCOCC3)[nH]2)cc1	1%[176 µM]
COc1cccc(CNC(=O)[C@@H]2C[C@@H](O)CN2C2CCN(C(=O)C3CCCCC3)CC2)c1	41%[activator]
O=C1Nc2ccccc2OCC12CCN(Cc1cccc3ccccc13)CC2	29%
CN(Cc1cnc2ccccc2n1)C(=O)c1cccc(CCC(C)(C)O)c1	-7%
CCOC(=O)c1ccc(NC(=O)Cn2c(C)cc3nc4n(c(=O)c32)CCCCC4)cc1	-22%
COc1ccccc1C(=O)N1CCN(c2cc(-c3ccc(F)cc3)[nH]n2)CC1	12%
COC[C@@H]1CN(C(=O)c2ccc3ncccc3c2)C[C@H]1c1ccncc1	-5%
CCN(C)C(=O)Cn1ncc(N2CCOC(CCN)C2)cc1=O (configuration not stated)	-15%
O=C(NCCc1nnc2n1CCN(Cc1ccc(F)cc1)CC2)c1ccco1	19%
N#Cc1ccc(C(=O)N2CCCN(C(=O)C3CC3)C(c3ccccc3)CC(=O)NCC2)cc1 (configuration not stated)	8%
Cc1cc(C[C@@H]2COC[C@@H]2NC(=O)c2ccc(-c3noc(C4CC4)n3)cc2)on1	15%
COc1ccc(CCNC(=O)c2c(C)noc2-c2ccc3c(c2)OCO3)cc1OC	9%
Cc1noc2c(NCCN3CCOCC3)cc(-c3ccsc3)nc12	1%[176 µM]
Cc1nn(CC(=O)NCCCN2CCCCC2)c(=O)c2nc(-c3ccccc3)sc12	35%
Cc1cc(C(F)(F)F)nn1CC(=O)NCCn1c(C)cnc1C1CCC1	47%[activator]
N#Cc1ccc(C(=O)Nc2ccc([C@@H](O)[C@H]3COCC(=O)N3Cc3ccc(F)cc3)cc2)cc1	11%
Cc1ccc(C(=O)Nc2cccc(-c3nnc4n3CCCC4)c2)cc1	1%
O=C(O)c1ccc(CN2CCC3(CC2)CC(C(=O)O)N(C(=O)C2CC2)C3)cc1 (configuration not stated)	2%
CC(=Cc1ccccc1)C=C1SC(=S)N(CC(=O)O)C1=O	?
CNC(=O)[C@@H]1CN(C(=O)c2ccc(C)c(C)c2)C[C@H]1CO	14%
O=C1CC(c2ccccc2)N(C(=O)CNS(=O)(=O)c2cccs2)CCCCCCN1 (configuration not stated)	?
CC1(c2ccccc2)N(Cc2ccccc2C#N)C(=O)OC12CCN(C(=O)Cc1ccc3c(c1)OCO3)CC2 (configuration not stated)	16%
Cc1noc(C)c1CN1CCc2nc(C(=O)Nc3ccccc3)oc2CC1	41%[activator][176 µM]
COCCn1c(C)cnc1C1CCNC1 (configuration not stated)	54%[activator]

Part of the list above in order of length of the SMILES, ascending.
SMILES	12-LOX inh
COCCn1c(C)cnc1C1CCNC1 (configuration not stated)	54%[activator]
Cc1noc2c(NCCN3CCOCC3)cc(-c3ccsc3)nc12	1%[176 µM]
Cc1ccc(C(=O)Nc2cccc(-c3nnc4n3CCCC4)c2)cc1	1%
Cc1noc(C)c1CN1CCc2nc(C(=O)Nc3ccccc3)oc2CC1	41%[activator][176 µM]
CNC(=O)[C@@H]1CN(C(=O)c2ccc(C)c(C)c2)C[C@H]1CO	14%
Cc1nn(CC(=O)NCCCN2CCCCC2)c(=O)c2nc(-c3ccccc3)sc12	35%
O=C1CC(c2ccccc2)N(C(=O)CNS(=O)(=O)c2cccs2)CCCCCCN1 (configuration not stated)	?

(listing goes on)
SMILES	12-LOX inh
O=c1n(-c2cccc(Cl)c2)nc2n1CCN(Cc1cccc3ccccc13)C2	5%[6.33 µM]
O=C(NCC1CC1)c1cccc(OC2CN(Cc3cncs3)C2)c1	35%
CCN(CCN(C)C)C(=O)c1cn(CC2COc3ccccc3O2)nn1 (configuration not stated)	64%[activator]
CC(=O)N1Cc2ccccc2CC2(CCCCN2Cc2ccccn2)C1 (configuration not stated)	2%[6.33 µM]
COc1ccc(CN2CCc3nc(N4CCN(C)CC4)[nH]c(=O)c3CC2)cc1OC	34%[activator]
CN(C)c1cccc(-c2cn(C)c(=O)n3cc(COc4ccc(Cl)cc4)nc23)c1	62%[activator][176 µM]
O=C1CC(C(=O)NCc2cc3n(n2)CCN(C2CCCCC2)C3)C2(CCCC2)O1 (configuration not stated)	58%
Cc1nc(-c2ccccc2)n(CC(=O)Nc2cccc(C#N)c2)c(=O)c1CCO	-6%
O=C(c1ccncc1)N1CCCC(c2nnc3n2CCNC3)C1 (configuration not stated)	?
Cc1ccc(C)c(NC(=O)Cn2c(N3CCN(c4ccccc4)CC3)nc(C)cc2=O)c1	11%
C=CCCC(CN1CCSCC1)Oc1nc(OC)cc(OC)n1 (configuration not stated)	0%
O=C1CC(c2ccccc2)N(C(=O)C2CC2)CCCN(C(=O)Cc2cccc(F)c2)CCN1 (configuration not stated)	12%
O=C([C@@H]1C[C@H](F)CN1C(=O)NCc1cccc(F)c1)N1CCCCC1	1%
O=C(N[C@@H]1CN(Cc2ccccc2)C[C@H]1CO)c1ncccn1	43%[activator]
O=C(Nc1nccs1)[C@@H]1C[C@H](c2ccc(F)cc2)N(Cc2ccccc2Cl)C1	5%[176 µM]
CC(C)CNC(=O)N1CCCCC1c1nc(CCOc2ccc(F)cc2)no1 (configuration not stated)	14%
O=C(CCCc1ccccc1)NCCC1CCN(C(=O)Nc2cc(F)cc(F)c2)CC1	43%[activator]
Cc1cc(C)n(CC(=O)N2C[C@@H](CO)[C@H](c3nc(C4CC4)no3)C2)n1	30%[activator]
CCc1noc(-c2cn(C3CCN(C(=O)c4ccc(F)c(Cl)c4)C3)nn2)n1 (configuration not stated)	-3%
CCC(C)C(=O)NC1CCN(c2cnn(CCOC)c(=O)c2)CC1 (configuration not stated)	13%
COCc1nnc2n1CCC(NC(=O)C1(c3ccc(OC)cc3)CC1)CC2 (configuration not stated)	18%
Cn1nc(C(=O)N2CCCOCCNC(=O)CC2)c2ccccc21	26%
COCC(=O)N(C1CCOCC1)C1CCN(C(=O)Cc2ccccc2Cl)CC1	62%[activator]
CCn1ccnc1CN(C)Cc1cn(Cc2ccccc2)nc1-c1ccc2c(c1)OCO2	61%[activator]
COc1ccc(CN(C)C(=O)C2(c3ccc(Cl)cc3)CCOCC2)cc1	4%[6.33 µM]
CCS(=O)(=O)N1CCOCCNC(=O)[C@H]2CCCC[C@H]21	10%
Cc1nnnn1CCC(=O)N[C@H]1[C@H]2CCO[C@H]2[C@@H]1N1CCCCC1	33%[activator]
CCc1nnc2ccc(NCC3CCCO3)nn12 (configuration not stated)	15%
Cc1nc(C(C)C)sc1CNC(=O)C1CCC(=O)N(C2CCCC2)C1 (configuration not stated)	-19%
CN(C)CCNC(=O)c1n[nH]c2c1CN(C(=O)c1cc(F)ccc1F)CC2	48%[activator]
COCCN1C(=O)CS(=O)(=O)C12CCN(C(=O)C1(c3ccc(OC)cc3)CC1)CC2	10%
COCc1nnc2n1CCC(NC(=O)c1cnn(C)c1)CC2 (configuration not stated)	56%[activator]
O=C(c1cccnc1)N1C[C@@H]2OCC(=O)N(Cc3ccccn3)[C@@H]2C1	-11%[176 µM]
CCNC(=O)C1CCN(C(=O)N2CC3CC(C2)[C@H]2CCCC(=O)N2C3)CC1 (some centres not stated)	11%
O=C(c1ccc2c(c1)OCO2)N1CCc2nc(C3CC3)nc(-c3ccc(Cl)cc3)c2CC1	?
COc1ccc(OC)c(S(=O)(=O)N2CCCC(c3nc(C(C)C)no3)CCNC(=O)CC2)c1 (configuration not stated)	4%
NC(=O)C1CCN(c2cc(-c3noc([C@@H]4CCCN4Cc4cccnc4)n3)ccn2)CC1	-1%[176 µM]
COC(=O)c1c(OCc2ccc(F)cc2)cc(=O)n2c1CCN(Cc1ccc3cccnc3c1)CC2	0%
COc1cc(CN2CCCC(COc3ccccc3C(=O)N3CCCC3)C2)ccc1O (configuration not stated)	6%
O=C(c1cnccn1)N1CCc2onc(C(c3ccccc3)c3ccccc3)c2C1	24%
COc1ccc(S(=O)(=O)N2CC(C(=O)NC3CCCCC3)C3(CCOCC3)C2)cc1 (configuration not stated)	39%
COCCCNc1ccc2nnc(-c3ccccn3)n2n1	12%[176 µM]
CCc1cccc(Nc2nc(-c3ccc(OC)c(OC)c3)no2)c1	46%[activator]
Fc1ccc(CN2CC(N3CCc4ccccc43)C2)cc1	5%[12.5 µM]
Cc1cccc(CNC(=O)c2ccc3c(c2)N(C)C2CCCCCN2C3=O)c1 (configuration not stated)	8%
O=C1CC(c2ccccc2)N(C(=O)C2CC2)CCCN(C(=O)c2ccc3ccccc3n2)CCN1 (configuration not stated)	7%
CC(NC(=O)c1cc2n(n1)CC(c1ccc(Cl)cc1)OC2)c1ccc(F)cc1 (configuration not stated)	-2%
Cc1ccc2c(C(=O)NCc3ccc(Cl)cc3)cnn2c1	-9%[176 µM]
N#Cc1ccc(S(=O)(=O)N2CCC[C@H]2C(=O)N2CCCCCCNC(=O)CC2)cc1	37%
CC(=O)Nc1ccc2ncnc(N3CCCC3)c2c1	90%[activator]
O=C(NCCc1nc(-c2cccnc2)no1)c1coc2c1C(=O)CCC2	-19%
CC1(C)[C@H](Cc2cc(CN3CCOCC3)on2)C[C@@H]1NCc1ccc(CO)o1	20%[176 µM]
Cc1noc([C@@H]2CN(C(=O)CCc3ccccc3)C[C@H]2CO)n1	43%
O[C@@H]1C[C@@H](c2nc(-c3ccc4c(c3)OCO4)no2)N(C2CCOCC2)C1	-14%[176 µM]
O=C(Nc1ccc(Cl)cc1)C1CCN(C(=O)c2ncn3c2COC(c2ccc(F)cc2)C3)CC1 (configuration not stated)	6%
COc1cc(=O)n2c(c1C(=O)Nc1ccc(F)cc1F)CCCC2	18%
COc1ccc(-c2nc3c(c(=O)[nH]2)CCN(C(=O)Nc2ccc(C)cc2C)C3)cc1	16%
O=C(c1ccoc1)N1CC[C@@H]2COCCN(Cc3ccccc3)[C@@H]2C1	33%
O=C(c1ccc(Cl)cc1)N1CCC2(CC1)C(=O)NCN2CCc1ccccc1	1%[6.33 µM]
COc1ccc(C(=O)N[C@@H]2CN(C(=O)NC3CCCCC3)CCC[C@H]2O)cc1	?

More structures follow:
SMILES	12-LOX inh
O=C(NC1CC(c2nnc(CO)n2C2CC2)C1)c1n[nH]c2c1COCC2 (configuration not stated)	-4%
C[C@H]1CCCN1C(=O)c1nnc(COc2ccc(Cl)cc2)n1-c1ccccc1	19%[176 µM]
Fc1ccc(CN2CCOC[C@H]2c2ncc(-c3ccc(F)cc3F)[nH]2)cc1	?
COCc1nncn1C1CCN(S(=O)(=O)c2ccc(C)cc2C)CC1	32%[activator]
Cc1nn(C(=O)CCC(=O)N2CCC(CCOc3ccccc3)C2)c2ccccc12 (configuration not stated)	?
Cc1ccc(C(=O)N2CC[C@H](CO)[C@H](N(C)C)C2)s1	-5%
COC(=O)c1cc2c(c3c4ccccc4n(S(=O)(=O)c4ccccc4)c13)C(=O)N(Cc1ccc(C(F)(F)F)cc1)C2	-10%
Cc1cc(C)c(CNC(=O)c2nc(-c3ccc(CO)cc3)cc3c2ccn3C(C)C)c(=O)[nH]1	2%
CC1Oc2ccc(NC(=O)c3cccs3)cc2CN(CCc2ccc(F)cc2)C1=O (configuration not stated)	-3%
CN1CCC(N2CCN(C(=O)CCc3ccccc3)CC2)C1=O (configuration not stated)	11%
Cc1ccc(NC(=O)NCC2CCOCC2)c(C)c1	14%
Cn1cc(Cl)cc1C(=O)N1CCCC(c2ccc(C(=O)O)cc2)C1 (configuration not stated)	-9%

Shown field by field: entries from further up
Compound: Cc1ccc(C(=O)N2CC[C@H](CO)[C@H](N(C)C)C2)s1
  12-LOX inh = -5%
Compound: COC(=O)c1cc2c(c3c4ccccc4n(S(=O)(=O)c4ccccc4)c13)C(=O)N(Cc1ccc(C(F)(F)F)cc1)C2
  12-LOX inh = -10%
Compound: Cc1cc(C)c(CNC(=O)c2nc(-c3ccc(CO)cc3)cc3c2ccn3C(C)C)c(=O)[nH]1
  12-LOX inh = 2%
Compound: CC1Oc2ccc(NC(=O)c3cccs3)cc2CN(CCc2ccc(F)cc2)C1=O (configuration not stated)
  12-LOX inh = -3%

(more compounds)
SMILES	12-LOX inh
Cc1c(C(C)NC(=O)c2ccccc2-c2ncn[nH]2)cnn1-c1ccccn1 (configuration not stated)	56%[activator]
COc1c[nH]c(CN2CCN(C)C3(CCC(=O)N(C)CC3)C2)cc1=O (configuration not stated)	7%
Cc1ccsc1C(=O)N1CCC2(CC1)CC(N(Cc1ccc(F)cc1)C1CC1)CCO2 (configuration not stated)	6%
CCN1CCc2[nH]cnc2C12CCN(C(=O)Cc1c[nH]c(=O)[nH]c1=O)CC2	41%[activator]

Compound activity deposited in PubChem BioAssay by National Center for Advancing Translational Sciences (NCATS).

These rows are one share of the data. The share of hits here may be higher or lower than overall.
